# sEH act: increases human soluble epoxide hydrolase activity. AID 717. P34913. 91,000 tested, 0.04% active. activation, % at 2 µM. purified human sEH enzymatic activity, activator screen; in the data active = activation above about 37%; also: values of inactives mirror those of a sister screen read the other way
# Target sequence (P34913 whole entry, looked up): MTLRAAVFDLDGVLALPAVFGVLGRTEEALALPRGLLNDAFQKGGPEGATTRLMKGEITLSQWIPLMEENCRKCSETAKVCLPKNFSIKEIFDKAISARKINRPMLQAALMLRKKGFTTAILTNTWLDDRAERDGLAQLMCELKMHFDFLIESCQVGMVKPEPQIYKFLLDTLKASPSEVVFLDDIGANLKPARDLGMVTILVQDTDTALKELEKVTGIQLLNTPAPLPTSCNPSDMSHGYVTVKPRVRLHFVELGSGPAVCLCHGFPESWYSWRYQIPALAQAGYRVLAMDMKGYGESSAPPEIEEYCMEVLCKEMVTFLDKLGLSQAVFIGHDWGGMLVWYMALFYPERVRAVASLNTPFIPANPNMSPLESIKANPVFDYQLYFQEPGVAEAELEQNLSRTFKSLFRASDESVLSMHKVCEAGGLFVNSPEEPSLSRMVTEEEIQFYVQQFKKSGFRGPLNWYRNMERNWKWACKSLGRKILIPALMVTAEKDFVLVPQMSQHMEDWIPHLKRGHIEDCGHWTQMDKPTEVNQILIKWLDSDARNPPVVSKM
# sEH inh: inhibitors of human soluble epoxide hydrolase; recombinant human sEH enzymatic activity assay; inhibition, % at 2 µM; P34913; 91,000 tested, 0.34% active; in the data active = inhibition above about 80%; also: values of inactives mirror those of a sister screen read the other way; many of its hits are not listed in these tables
# Candida biofilm: kills Candida albicans biofilms | 85,000 tested, 0.14% active | inhibition, % at 6 µM | C. albicans biofilm + clotrimazole, Alamar Blue | AID 834;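 active = inhibition above 20%; inactive = inhibition below 20%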;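 also: preformed 24 hr biofilms exposed to compound for 48 hr; 0% = biofilm without compound and 100% = blank killed by clotrimazole plus chlorhexidine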
# TNFa cytotox: HUVEC cytotoxicity counter-screen, TNF alpha stimulated; AID 848; cell count reduction, % at 2 µM; 93,000 tested, 0.17% active; HUVEC TNFalpha-stimulated, Hoechst cell count, imaging;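 active = cell count reduction exceeding the screen mean by over 5 SD, scaled to untreated wells per plate, cut at about 78% in these data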;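 also: cells counted after 24 h of TNF alpha exposure following the 1 h pretreatment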
# VCAM1 TNFa inh: reduces TNF alpha induced VCAM1 expression in HUVEC; HUVEC TNFa-induced VCAM-1 immunofluorescence, high-content imaging; inhibition, % at 2 µM; 95,000 tested, 0.48% active;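 active = inhibition above the batch mean plus 3 SD, with images confirmed as a hit by eye, cut at about 37% in these data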;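 also: 0% = TNF-stimulated DMSO wells and 100% = unstimulated control wells; not every result past the cut was called active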
# IL1B cytotox: HUVEC cytotoxicity counter-screen, IL-1B stimulated; AID 845; 94,000 tested, 0.41% active; HUVEC cell count loss, Hoechst imaging; cell count reduction, % at 2 µM;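 active = cell count reduction more than 3 SD above the screen-wide mean, cut at about 70% in these data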;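 also: normalized per plate to untreated control cells as the no-loss baseline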
# ERb SRC1 inh: blocks coactivator binding to human estrogen receptor beta; TR-FRET ER-beta LBD / SRC1-Cy5 peptide binding; receptor agonist-loaded with 1 µM estradiol; AID 633; inhibition, % at 25.6 µM; 86,000 tested, 1.3% active; Q92731;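 active = compounds whose percent inhibition of the receptor-coactivator binding signal exceeds about 50% in the single-dose screen, limit read from the data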;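 also: 0% = receptor plus peptide wells without compound and 100% = peptide-only wells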
# Target sequence (Q92731 whole entry, looked up, the tested form may be a part): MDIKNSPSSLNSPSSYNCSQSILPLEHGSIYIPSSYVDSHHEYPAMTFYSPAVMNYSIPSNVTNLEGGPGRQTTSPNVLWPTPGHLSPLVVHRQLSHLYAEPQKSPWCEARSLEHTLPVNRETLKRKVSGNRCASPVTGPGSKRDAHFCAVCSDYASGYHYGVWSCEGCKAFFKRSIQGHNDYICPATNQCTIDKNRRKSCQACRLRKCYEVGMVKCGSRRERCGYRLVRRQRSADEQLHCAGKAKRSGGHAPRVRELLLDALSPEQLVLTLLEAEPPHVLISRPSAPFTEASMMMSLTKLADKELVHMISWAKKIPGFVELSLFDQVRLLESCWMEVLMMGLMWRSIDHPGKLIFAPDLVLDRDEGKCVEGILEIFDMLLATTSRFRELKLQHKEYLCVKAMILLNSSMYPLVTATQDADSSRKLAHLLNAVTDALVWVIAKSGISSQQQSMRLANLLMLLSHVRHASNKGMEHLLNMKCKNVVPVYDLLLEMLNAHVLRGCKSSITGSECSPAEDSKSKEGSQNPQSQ
# F-actin modifier: cytoskeleton assembly modification; 91,000 tested, 0.18% active; AID 836; HUVEC TNFa F-actin phalloidin imaging, high content; inhibition, % at 2 µM;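 active = inhibition above the batch mean plus 3 SD and confirmed as a hit by visual image inspection, cut at about 30% in these data, passing the limit was not always enough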; also: strong numbers were not always called active
# Smad3 FoxH1 inh: Smad3 (human) transcription factor binding inhibition; 88,000 tested, 0.29% active; TR-FRET Smad3/Dy647-FoxH1 peptide binding, europium anti-His; P84022; inhibition, % at 25 µM; AID 630;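 active = compounds that reduce the energy-transfer binding signal between the protein and its labelled peptide by more than half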;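 also: 0% = Smad3 plus labelled peptide maximal FRET and 100% = peptide-only background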
# Starred values were filed as active, the others as inactive; nt = no result given; [ ] = another dose, or the depositor's remark.
SMILES,sEH act,sEH inh,Candida biofilm,TNFa cytotox,VCAM1 TNFa inh,IL1B cytotox,ERb SRC1 inh,F-actin modifier,Smad3 FoxH1 inh
CCOC(=O)C1=C(Cn2cnc3ccccc32)NC(=O)NC1c1ccc(Cl)cc1 (stereo unspecified),12,-14,7,-68,-2,5,-10,nt,-9
Cc1cc(S(=O)(=O)N2CCC(NC(=O)C34CC5CC(CC(C5)C3)C4)CC2)ccc1-n1cnnn1,-69,69,-5,2,-10,-34,18,34,-9
COCCCNC(=O)CN(Cc1ccc(Cl)cc1)S(C)(=O)=O,19,-13,5,97*,nt,24,-6,-31,7
CCn1c2ccccc2c2cc(CN3CCN(C(=O)c4ccco4)CC3)ccc21,-2,0,6,-16,16,-27,-9,-31,9
CCNC(=S)Nc1cccc(Cl)c1C,3,0,nt,-2,0,-28,nt,11,nt
Fc1c(F)c(C(F)(F)F)c(F)c(F)c1N1CCN(c2ccc3nnc(C(F)(F)F)n3n2)CC1,-1,1,5,44,9,8,30[fluorescence artefact?],-3,4[fluorescence artefact?]
O=C1CC(c2ccc(S(=O)(=O)NCCOc3ccccc3)cc2)CN1 (stereo unspecified),1,0,1,-5,12,-155,57*,-8,3
COc1ccc(NC(=O)c2ccco2)c(OC)c1,4,-5,5,-52,7,-8,-5,0,-8
COC(=O)C(Cc1cnc[nH]1)NC(=O)C1CCC(=O)N1 (stereo unspecified),-1,1,2,8,0,22,2[fluorescence artefact?],0,-6
CCOC(=O)c1c(-c2ccc(C)cc2)csc1NC(=S)NC(=O)c1ccccc1,13,-16,nt,0,3,-23,nt,-12,nt
COc1cc(OC)c2c(C)cc(=O)oc2c1,15,-18,-5,10,6,25,-5,-5,13
CCCN1Cc2cccc(C(=O)NCc3cccs3)c2C1=O,-1,0,nt,nt,nt,-7,-1,nt,3
Cc1cc(-n2nc(C)cc2C)nc(N)n1,-7,8,11,1,14,-1,-4[fluorescence artefact?],-8,8
CC(OC(=O)CNC(=O)c1ccc2c(c1)OCO2)C(=O)NCCC1=CCCCC1 (stereo unspecified),10,-11,nt,2,6,-4,-8,37,5
O=C(c1cccc(Cl)c1)N(Cc1cccs1)C1CCS(=O)(=O)C1 (stereo unspecified),-10,10,11,-11,24,-40,-1,17,1
CN(Cc1ccco1)C(=O)c1ccc(N2CCCC2=O)cc1,nt,nt,8,-12,22,-29,-1,38,5
N#C/C(=N\Nc1ccc(Cl)cc1)C(=N)N1CCCCC1,9,-9,4,-15,-2,16,12[fluorescence artefact?],4,-6
CCn1nnnc1SCC(=O)Nc1cc(C)on1,14,-7,-4,-4,1,32,-3,-7,0
CCOc1ccc(-c2nnc(-c3ccco3)o2)cc1OCC,1,-1,-8,26,12,-2,3,-11,-14
OC(c1ccc(Cl)cc1)C(O)c1nc2ccccc2[nH]1 (stereo unspecified),1,-3,nt,-18,7,2,nt,16,nt
CN(Cc1ccccc1)C(=O)CCCn1c(=O)[nH]c2cc(Cl)ccc2c1=O,-14,15,6,-20,3,-4,0[fluorescence artefact?],3,-5
O=C(Nc1ccccc1C(=O)O)c1ccc(NC(=O)c2ccc(Br)o2)cc1,-4,6,6,nt,21,2,29,-22,8
CCOC(=O)C1CCCN(S(=O)(=O)c2ccc(C)cc2)C1 (stereo unspecified),-4,6,2,5,0,-9,-5,-15,-9
Nc1nnc(CC(=O)N/N=C/c2cccc(OCCOc3ccccc3)c2)s1,-3,0,nt,6,-9,1,nt,-6,nt
Cc1cc(C)n(-c2ccc(C(=O)OCC(=O)Nc3ccc(S(=O)(=O)N4CCCCC4)cc3)cc2)n1,-37,33,-1,5,0,18,-7,13,-15
COc1ccc(OC)c(N/C=C2/CCCCC2=O)c1,9,-5,8,-4,9,-31,-3,3,-8
Cc1occc1C(=O)NNC(=O)c1ccc(F)cc1,10,-9,nt,-14,10,21,nt,14,nt
COC(=O)C(C)Sc1nnc(SC(C)C(=O)OC)s1 (stereo unspecified),12,-11,4,-33,-7,-15,1,-1,-6
CCc1nn2c(N3CCOCC3)cc(C)nc2c1-c1ccc(F)cc1,23,-23,5,12,5,22,32[fluorescence artefact?],-12,12[fluorescence artefact?]
CCOc1ccc(NC(=O)c2cn(-c3ccc(OCC)cc3)c(=O)c3cc(OC)c(OC)cc23)cc1,12,-13,1,-4,-8,-12,-5,-9,3

# A different layout for two compounds above:
Structure: CCOc1ccc(-c2nnc(-c3ccco3)o2)cc1OCC
- sEH act = 1
- sEH inh = -1
- Candida biofilm = -8
- TNFa cytotox = 26
- VCAM1 TNFa inh = 12
- IL1B cytotox = -2
- ERb SRC1 inh = 3
- F-actin modifier = -11
- Smad3 FoxH1 inh = -14
Structure: OC(c1ccc(Cl)cc1)C(O)c1nc2ccccc2[nH]1 (stereo unspecified)
- sEH act = 1
- sEH inh = -3
- Candida biofilm = nt
- TNFa cytotox = -18
- VCAM1 TNFa inh = 7
- IL1B cytotox = 2
- ERb SRC1 inh = nt
- F-actin modifier = 16
- Smad3 FoxH1 inh = nt

# Other results.
SMILES,sEH act,sEH inh,Candida biofilm,TNFa cytotox,VCAM1 TNFa inh,IL1B cytotox,ERb SRC1 inh,F-actin modifier,Smad3 FoxH1 inh
O=C(N/C(=C\c1ccc(Br)cc1)c1nc2ccccc2[nH]1)c1ccco1,-5,8,nt,-3,10,-9,nt,-25,nt
CC(C)(C)C1CCc2[nH]c3ccccc3c(=O)c2C1 (stereo unspecified),-5,5,-2,-36,10,-17,-1,-4,1
Cc1ccc(S(=O)(=O)NCCC(=O)Nc2ccc3c(c2)OCO3)cc1,10,-9,9,-23,2,-4,-10,4,22[fluorescence artefact?]
CCOc1ccc(NC(=O)CN(C)CC(=O)NC2CCCc3ccccc32)cc1OCC (stereo unspecified),19,-21,9,nt,13,-6,-6,-9,-1
CCC1(C)Cc2c(sc3c2c(=O)n(-c2ccccc2)c(=O)n3C)CO1 (stereo unspecified),-9,10,nt,-1,5,14,nt,-34,nt
Cn1cnnc1SCCn1c(N2CCCCC2)nc2c1c(=O)[nH]c(=O)n2C,4,-4,2,-22,-1,14,0,-2,3
CCOC(=O)c1ccc(N2C(=O)c3n[nH]c(C)c3C2c2cccnc2)cc1 (stereo unspecified),8,-8,8,-15,-14,26,1,-15,6
CCOc1[nH]n(-c2ccc(Cl)cc2)c(=O)c1C=Nc1ccc(OC)cc1,-1,1,nt,-19,1,-26,nt,7,nt
CC1CCCC(N2CCN(C(=O)c3ccc(F)cc3)CC2)C1 (stereo unspecified),7,-8,2,-8,19,-13,-7,-7,-14
COc1ccc(C2/C(=C(\O)c3ccc4c(c3)OCCO4)C(=O)C(=O)N2CCCN(C)C)cc1 (stereo unspecified),8,-8,-3,12,-8,23,-5[fluorescence artefact?],1,-13
COc1ccc(C(=O)c2ccc(N(C)C)cc2)c2ccccc12,7,-9,3,54,60*,6,4,27,8
O=C(Cc1ccc(S(=O)(=O)N2CCCC2)s1)Nc1nc2c(s1)CCCC2,-22,21,5,-21,2,1,35,-3,22[fluorescence artefact?]
CCC(=O)c1ccc(OCC(O)CN2CCN(c3ccc(F)cc3)CC2)cc1 (stereo unspecified),6,-3,nt,5,-5,-17,nt,-25,nt
COc1ccc(C(=O)NC(C(=O)NCc2ccccn2)C(C)C)cc1 (stereo unspecified),-4,4,7,0,-8,-5,-17,nt,2
CCOC(=O)CN1C(=O)C(O)(c2c(C)[nH]c3ccccc23)c2ccccc21 (stereo unspecified),8,-10,nt,-2,8,6,3,-7,10

# One compound at a time (already shown).
# CCC1(C)Cc2c(sc3c2c(=O)n(-c2ccccc2)c(=O)n3C)CO1 (stereo unspecified) across the screens: sEH act: -9; sEH inh: 10; Candida biofilm: nt; TNFa cytotox: -1; VCAM1 TNFa inh: 5; IL1B cytotox: 14; ERb SRC1 inh: nt; F-actin modifier: -34; Smad3 FoxH1 inh: nt
# CCOc1ccc(NC(=O)CN(C)CC(=O)NC2CCCc3ccccc32)cc1OCC (stereo unspecified) across the screens: sEH act: 19; sEH inh: -21; Candida biofilm: 9; TNFa cytotox: nt; VCAM1 TNFa inh: 13; IL1B cytotox: -6; ERb SRC1 inh: -6; F-actin modifier: -9; Smad3 FoxH1 inh: -1
# O=C(N/C(=C\c1ccc(Br)cc1)c1nc2ccccc2[nH]1)c1ccco1 across the screens: sEH act: -5; sEH inh: 8; Candida biofilm: nt; TNFa cytotox: -3; VCAM1 TNFa inh: 10; IL1B cytotox: -9; ERb SRC1 inh: nt; F-actin modifier: -25; Smad3 FoxH1 inh: nt

# The list continues.
SMILES,sEH act,sEH inh,Candida biofilm,TNFa cytotox,VCAM1 TNFa inh,IL1B cytotox,ERb SRC1 inh,F-actin modifier,Smad3 FoxH1 inh
CCOCCOC(=O)C1=C(C)N(C)C(=O)NC1c1ccccc1F (stereo unspecified),6,-5,2,-20,3,12,-6,-9,-4
CC(C)C(=O)NC(c1ccco1)c1c(O)ccc2ccccc12 (stereo unspecified),8,-10,nt,-10,-18,7,nt,16,nt
O=C(c1ccc(=O)oc1)N1CCN(C(c2ccccc2)c2ccccc2)CC1,-8,7,0,-11,0,8,8,21,2
O=C(NCCNC(=O)C(c1ccccc1)c1ccccc1)c1ccco1,2,-3,6,-12,10,-42,-5[fluorescence artefact?],31,15[fluorescence artefact?]
Cn1nc(C(=O)Nc2ccc(S(=O)(=O)N3CCCC3)cc2)ccc1=O,-2,0,-3,-42,-1,-50,1[fluorescence artefact?],8,9
CCCNS(=O)(=O)c1ccc(CCC(=O)N2CCCCC2)cc1,4,-2,5,-19,-2,9,-13,-5,-2
c1ccc2c(c1)OCC(c1csc3ncnc(N4CCOCC4)c13)O2 (stereo unspecified),1,0,8,-25,6,-17,0,18,-1
CN(C)C(CNC(=O)CN1C(=O)NC2(CCc3ccccc32)C1=O)c1ccco1 (stereo unspecified),-1,2,6,-14,14,-14,4,nt,13
O=C(CSc1nncs1)Nc1ccc2c(c1)OCCO2,10,-8,nt,-41,-30,6,nt,-13,nt
O=C(CCS(=O)(=O)c1cccs1)N1CCCC1,nt,nt,4,-24,-22,-6,0[fluorescence artefact?],15,-5
CN1CCCN(C(=O)c2cc(=O)[nH]c3ccccc23)c2nc3ccccc3nc21,-12,13,2,-48,16,-39,2,10,0[fluorescence artefact?]
O=C(CCN1CCN(C/C=C/c2ccccc2)CC1)Nc1ccccc1,-5,7,6,-33,6,-83,26[fluorescence artefact?],9,-10
Cc1ccc2nc(/C(C#N)=C\c3cc(C)n(-c4cccc([N+](=O)[O-])c4)c3C)[nH]c2c1,-5,5,-1,10,4,25,0[fluorescence artefact?],7,-9
CCOc1cc(S(=O)(=O)N(Cc2ccccc2)Cc2ccccc2)c(OCC)cc1-n1cnnn1,2,-3,2,4,-16,-5,-2,-2,8
CC(=O)NC(CCS(C)(=O)=O)C(=O)Nc1ccccc1Cl (stereo unspecified),3,-1,2,-37,-3,-11,38,13,-5
CCOc1ccc(/C(O)=C2/C(=O)C(=O)N(Cc3cccnc3)C2c2ccc(N(C)C)cc2)c(C)c1 (stereo unspecified),4,-2,6,22,-10,-46,-7,nt,-1

# Five entries from above, sorted by the number in F-actin modifier, smallest number first.
molecule | sEH act | sEH inh | VCAM1 TNFa inh | ERb SRC1 inh | F-actin modifier | Smad3 FoxH1 inh
Cc1ccc2nc(/C(C#N)=C\c3cc(C)n(-c4cccc([N+](=O)[O-])c4)c3C)[nH]c2c1 | -5 | 5 | 4 | 0[fluorescence artefact?] | 7 | -9
O=C(CCN1CCN(C/C=C/c2ccccc2)CC1)Nc1ccccc1 | -5 | 7 | 6 | 26[fluorescence artefact?] | 9 | -10
CN1CCCN(C(=O)c2cc(=O)[nH]c3ccccc23)c2nc3ccccc3nc21 | -12 | 13 | 16 | 2 | 10 | 0[fluorescence artefact?]
CC(=O)NC(CCS(C)(=O)=O)C(=O)Nc1ccccc1Cl (stereo unspecified) | 3 | -1 | -3 | 38 | 13 | -5
CC(C)C(=O)NC(c1ccco1)c1c(O)ccc2ccccc12 (stereo unspecified) | 8 | -10 | -18 | nt | 16 | nt

# A portion of the library; rates above refer to the full screens.
